Bioassay records: PubChem, NMMLSC
LAP4 TOR yeast: modulators of LAP4-GFP expression in yeast, primary screen, S. cerevisiae, multiplex flow cytometry, MLPCN library. AID 2023, 2009. GFP response vs DMSO, % at 10 µM. hit rate 0.34% among 320,000. 3 h; median GFP as percent of DMSO wells;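 active means GFP response vs DMSO above a set limit, about the screen mean plus 3 SD, cut at about 150% in these data; inconclusive means under 70 cell events counted for the yeast strain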
VLA-4 inh: inhibition in human VLA-4 binding assay, primary screen, VLA-4 allosteric modulator project, MLPCN library, flow cytometry, VLA-4 expressing cells | hit rate 0.2% among 330,000 | ligand binding flow cytometry | inhibition, % (about 7 µM as worked out from the volumes in the protocol) | Integrin alpha-4 (Homo sapiens), P13612 | AID 2557, 2010; in the data active means inhibition above about 50%
CIT2-GFP yeast: modulators of CIT2-GFP expression in yeast, primary screen, S. cerevisiae, GFP fusion, multiplex flow cytometry, MLPCN library. S. cerevisiae CIT2-GFP strain, 3 h; 100 means same as DMSO wells. GFP response vs DMSO, % at 10 µM. hit rate 0.065% among 320,000;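 active means GFP response relative to DMSO above a set limit, near the screen mean plus 3 SD, cut at about 150% in these data; inconclusive means Fewer than 70 cells measured for a yeast strain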;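 further: ratio of well median GFP fluorescence to mean of DMSO wells on the plate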
MEP2 TOR yeast: modulators of MEP2-GFP levels in yeast, primary screen, S. cerevisiae, multiplex flow cytometry, MLPCN library | GFP response vs DMSO, % at 10 µM | S. cerevisiae MEP2-GFP strain, 3 h; 100% = DMSO control level | hit rate 0.51% among 330,000 | AID 2016, 2009;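 active means GFP response versus DMSO above a set limit, roughly screen mean plus 3 SD, cut at about 180% in these data; inconclusive means fewer than 70 cells counted for a yeast strain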;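 further: median GFP fluorescence of the barcode-gated MEP2-GFP cells per well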
GRK2 aptamer HTS: compounds blocking aptamer binding on GRK2 – biochemical, human GRK2, bead flow cytometry, HTS, primary screen | hit rate 0.59% among 330,000 | FAM-aptamer displacement from GRK2 | inhibition of aptamer binding, % at 10 µM;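 active means inhibition of aptamer binding above 40%, roughly 3 SD of noise, on plates passing a quality check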;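 further: median bead fluorescence of bound FAM aptamer so fluorescent compounds give negative values; no value below 0 was filed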
Target sequence (P25098 whole entry, looked up): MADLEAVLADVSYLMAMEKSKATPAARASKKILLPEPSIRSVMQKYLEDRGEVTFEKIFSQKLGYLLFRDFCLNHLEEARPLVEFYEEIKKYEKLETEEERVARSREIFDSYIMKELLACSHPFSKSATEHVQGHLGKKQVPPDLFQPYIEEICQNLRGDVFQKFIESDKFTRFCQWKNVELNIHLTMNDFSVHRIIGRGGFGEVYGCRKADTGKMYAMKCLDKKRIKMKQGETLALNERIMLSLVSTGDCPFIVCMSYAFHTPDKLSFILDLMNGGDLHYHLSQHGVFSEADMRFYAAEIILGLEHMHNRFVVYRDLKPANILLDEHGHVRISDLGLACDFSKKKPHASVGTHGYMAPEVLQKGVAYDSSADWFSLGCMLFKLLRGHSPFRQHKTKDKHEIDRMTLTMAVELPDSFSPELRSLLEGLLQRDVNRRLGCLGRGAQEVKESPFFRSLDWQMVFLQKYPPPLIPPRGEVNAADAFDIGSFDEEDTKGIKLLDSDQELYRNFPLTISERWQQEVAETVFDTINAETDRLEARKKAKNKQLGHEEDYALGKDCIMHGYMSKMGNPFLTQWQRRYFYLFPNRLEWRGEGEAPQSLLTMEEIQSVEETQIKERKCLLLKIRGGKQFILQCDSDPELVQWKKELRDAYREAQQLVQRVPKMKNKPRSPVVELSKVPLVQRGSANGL
Yeast superoxide: reduction of superoxide in aged yeast, primary screen, HTS. S. cerevisiae aged cells, superoxide DHE fluorescence; stronger effect = lower value. superoxide response (% of plate mean), % at 10 µM. hit rate 0.18% among 330,000;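 active means superoxide response under a set limit, about three screen SD below normal, cut at about 65% in these data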;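 further: yeast aged for seven days with compound at 30 °C before DHE staining; 100% = average MFI of all compound-treated wells on the plate with controls excluded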
AGP1-GFP MLPCN: modulators of AGP1-GFP expression in yeast TOR pathway, primary screen, cell-based, multiplex flow cytometry, S. cerevisiae, MLPCN library. hit rate 0.02% among 320,000. GFP response vs DMSO, % at 10 µM. 3 h; GFP as percent of DMSO wells;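 active means GFP response relative to DMSO above a set limit, near screen average plus 3 SD, cut at about 150% in these data; inconclusive means fewer than 70 cells counted for the yeast strain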;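 further: median GFP channel fluorescence of the gated AGP1 strain per well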
RPL19A-GFP yeast: RPL19A-GFP expression modulators in yeast, primary screen, cell-based, S. cerevisiae, multiplex flow cytometry, MLPCN; S. cerevisiae RPL19A-GFP strain, 3 h; stronger effect = lower value; percent response vs DMSO, % at 10 µM; hit rate 0.3% among 330,000; AID 2025, 2009;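 active means percent response vs DMSO below 50%; inconclusive means fewer than 70 events counted for the yeast strain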;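 further: median channel GFP fluorescence of the barcoded RPL19A-GFP strain; ratio of sample median GFP to plate DMSO average so 100% = DMSO; lower means less RPL19A-GFP as with rapamycin TOR inhibition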
Numbers without * were called inactive; ? = inconclusive; nt = no result given; [ ] = remark or other dose.

Preview:
SMILES	VLA-4 inh	RPL19A-GFP yeast	MEP2 TOR yeast	AGP1-GFP MLPCN	CIT2-GFP yeast	GRK2 aptamer HTS	Yeast superoxide	LAP4 TOR yeast
O=C(O)c1ccccc1Nc1ccnc(Cl)n1	-2.6	96.9	95.2	95.4	96.6	0.0	126.6	97.9
N#C/C(=C\c1ccc(F)c(Br)c1)C(=O)NC1CC1	0.1	106.4	103.0	111.5	106.0	6.0	91.1	137.2

The whole of this part, from the first entry:
SMILES	VLA-4 inh	RPL19A-GFP yeast	MEP2 TOR yeast	AGP1-GFP MLPCN	CIT2-GFP yeast	GRK2 aptamer HTS	Yeast superoxide	LAP4 TOR yeast
O=C(O)c1ccccc1Nc1ccnc(Cl)n1	-2.6	96.9	95.2	95.4	96.6	0.0	126.6	97.9
N#C/C(=C\c1ccc(F)c(Br)c1)C(=O)NC1CC1	0.1	106.4	103.0	111.5	106.0	6.0	91.1	137.2
COCC(C)n1c(SCc2nc(N)nc(Nc3ccccc3C)n2)nc2ccccc2c1=O (stereo not drawn)	1.1	94.9	102.0	99.9	89.0	0.0	102.8	94.2
Cc1ccccc1Cn1c2ccccc2c2cnn(CC(=O)NCc3ccco3)c(=O)c21	9.7	100.5	98.7	102.4	109.4	0.0	110.2	104.9
N#Cc1nc(Cc2ccccc2)oc1NCCc1ccccc1	-26.3	89.0	97.7	92.2	93.4	2.0	78.6	108.0
O=S(=O)(c1ccccc1)N1CCC(N2CCCCCC2)CC1	-4.8	102.5	105.9	104.6	107.0	0.0	94.1	98.7
COC(=O)c1cc(OC)c(OC)cc1NC(=S)N1CCN(Cc2ccccc2)CC1	9.4	99.2	104.5	103.7	105.2	3.0	87.7	96.7
Cc1cccc(NC(=O)CSc2nc(=O)n3ccccc3n2)c1C	2.6	90.4	92.2	96.0	78.9	0.0	96.4	91.3
O=S(=O)(c1ccc(Br)cc1)N1CCCC1c1nc2ccccc2s1 (stereo not drawn)	17.9	102.5	101.1	94.8	100.8	4.0	84.7	108.9
Cc1cccc(C)c1-n1c(C)cc(/C=N/NC(N)=S)c1C	-1.1	103.0	99.9	96.6	94.1	3.0	100.1	108.6
O=C(Cn1cc(C(F)(F)F)cc(Cl)c1=O)Nc1ccc(N2CCOCC2)cc1	21.1	101.8	105.8	103.7	106.2	3.0	94.0	95.7
O=S(=O)(c1ccc2c(c1)OCO2)N1CCN(c2nnnn2-c2ccccc2)CC1	3.4	100.8	104.0	102.0	100.5	3.0	111.3	107.8
c1ccc(-c2noc(-c3cccs3)n2)nc1	2.2	95.0	101.1	94.3	96.6	0.0	92.5	103.3
CC(=O)NCCNC(=O)c1ccc(NC2=NC3CS(=O)(=O)CC3S2)cc1 (stereo not drawn)	3.4	99.1	102.9	101.6	93.1	0.0	102.0	113.1
CC(=O)Nc1cc2c(nc1C)nc(C)n2Cc1ccc(Br)cc1	-1.6	98.1	103.2	99.2	97.1	0.0	103.2	102.8
COc1cc(CN2CCN(c3cccc(Cl)c3)CC2)cc(OC)c1OC	9.7	nt	99.7	102.5	98.9	0.0	107.7	99.5
CCOc1ccccc1NC(=O)NCc1ccco1	11.0	112.5	109.3	101.4	106.3	0.0	86.8	99.2
CCc1n[nH]c(=S)n1/N=C/c1ccc(N(CC)CC)cc1	20.3	89.3	91.3	91.4	81.9	0.0	112.9	109.8
CC(C)c1nc(Cl)c(C#N)c2c1CCC2	8.1	99.4	101.0	102.9	98.8	1.0	103.4	108.2
Cc1ncc([N+](=O)[O-])n1CC(=O)NCc1ccccc1	12.8	92.0	104.4	68.5	96.4	0.0	92.7	94.3
O=C(Nc1ccc(N2CCCC2)cc1)c1ccc(Br)o1	-113.0	102.9	109.1	104.8	107.2	0.0	96.9	106.6
O=C(CCSCCc1ccccn1)Nc1nccs1	-2.4	100.9	104.5	109.1	103.2	2.0	103.0	111.2
COc1ccc(S(=O)(=O)NC(C)C(=O)Nc2ccccc2)cc1Cl (stereo not drawn)	16.4	103.8	104.0	105.0	123.1	0.0	94.7	106.6
COc1ccc(NC(=O)Nc2ccc(OC)cc2)cc1	9.6	100.4	100.9	106.9	110.5	1.0	98.8	105.2
COC(=O)c1cccc(C(=O)N2CCCC(C(=O)c3cccc(OC(C)C)c3)C2)c1 (stereo not drawn)	-1.1	98.8	99.3	100.5	99.0	1.0	107.3	101.8
O=C(CCC(=O)c1ccc(Br)cc1)Nc1cccc(C(F)(F)F)c1	13.3	99.1	104.8	93.5	100.1	1.0	103.2	104.9
CCC(=O)Nc1nc(CC(=O)Nc2ccccc2OC)cs1	5.9	100.5	107.7	100.0	95.7	0.0	97.6	97.7
CCN(CC)S(=O)(=O)c1ccc(N/N=C/c2ccc(O)cc2O)nc1	-7.4	97.8	91.3	96.1	88.8	4.0	102.1	92.7
CC1C/C(=C/c2ccncc2)C(=O)/C(=C/c2ccncc2)C1 (stereo not drawn)	28.4	37.9*[may fluoresce violet]	389.1*[may fluoresce violet]	10.4[may fluoresce violet]	?	0.0	94.4	124.6[may fluoresce violet]
Cc1cccc(C)c1N1CCN(C(=O)Nc2ccc3c(c2)OCCO3)CC1	6.3	99.5	104.7	101.8	103.3	2.0	102.3	96.9
CSC1=C(C#N)C(=O)NC(c2ccc(Cl)cc2)S1 (stereo not drawn)	4.6	99.6	110.6	100.5	94.0	0.0	105.5	114.6
O=C(NC1CCCCC1)N(Cc1cc2cc3c(cc2[nH]c1=O)OCCO3)C1CCCCC1	4.5	nt	95.3	91.8	97.7	0.0	88.5	94.5
COc1ccc(CCC(=O)NCCS(=O)(=O)N2CCN(c3ccccc3)CC2)cc1	0.5	87.3	89.6	85.9	90.8	0.0	94.2	94.5
COc1ccc(-c2ccc(/C=C(\NC(=O)c3ccccc3)C(=O)N3CCOCC3)o2)cc1	19.4	100.6	99.6	94.3	109.3	0.0	96.2	90.8
O=S(=O)(c1ccc(NC(=S)NN=C2CCCCC2)cc1)N1CCOCC1	2.2	105.3	114.2	111.1	106.3	0.0	95.1	99.3
O=C(NNc1ccc([N+](=O)[O-])cc1[N+](=O)[O-])c1ccco1	1.4	110.0	111.3	105.9	109.0	0.0	107.4	92.4
CC(C)C(=O)Nc1ccc(C(=O)N/N=C/C2CC3C=CC2C3)cc1 (stereo not drawn)	2.7	107.9	105.1	106.1	106.9	0.0	85.8	97.6
CC(C(=O)c1ccc(-c2ccccc2)cc1)[n+]1cccc(Br)c1 (stereo not drawn)	5.0	102.3	105.1	97.5	95.2	0.0	78.2	112.2
CCn1c(SCC(=O)Nc2ccc(N3CCOCC3)cc2)nnc1C1CC1	18.4	102.3	103.7	108.6	101.0	0.0	82.9	100.0
Cc1cc(C)n2cc(CSc3nnnn3-c3ccccc3C)nc2n1	-3.7	120.5	109.1	115.9	111.2	0.0	108.8	111.2
Cc1ccc(S(=O)(=O)N(CC#N)CC#N)cc1	0.0	98.3	92.0	101.8	99.5	1.0	96.0	100.4
CCCC(C(=O)NC1CCCC1)N(CC1CCCO1)C(=O)CNS(=O)(=O)c1ccc(F)cc1 (stereo not drawn)	7.8	103.4	100.9	104.1	102.8	1.0	92.6	91.6
COc1ccccc1CNC(=O)COc1ccccc1C	5.4	104.9	106.7	96.3	100.7	0.0	92.3	102.3
O=C(O)CC(CC(=O)NCC(O)c1ccccc1)c1ccccc1 (stereo not drawn)	-1.7	102.0	100.6	116.0	115.6	0.0	94.5	118.1
c1ccc(Oc2ccc(-c3ccnc4ncnn34)cc2)cc1	2.7	95.5	98.3	85.2	89.6	1.0	102.7	97.6
COC(=O)c1ccc(N2C(=O)CC(NCc3ccccc3)C2=O)cc1 (stereo not drawn)	-1.1	98.2	103.5	108.1	107.6	3.0	92.7	103.0
Nc1ccc(CNC(=O)OCC2c3ccccc3-c3ccccc32)cc1	10.5	102.0	96.1	88.2	91.7	0.0	94.2	122.7
CC(=O)c1ccc(OCCCC(=O)Nc2cccc(-c3nn[nH]n3)c2)cc1	-2.5	96.5	98.9	96.6	91.6	1.0	109.8	104.2
Cc1ccc(NC(=O)/C(Cl)=C/c2ccccc2)cc1C	2.2	100.8	110.7	97.0	101.2	0.0	101.0	99.1
CCCS(=O)(=O)c1cn2cccc(N)c2c1S(=O)(=O)CCC	1.4	102.3	101.4	105.4	96.5	0.0	104.4	101.0
O=C(Cn1nnc(-c2ccc(S(=O)(=O)N3CCCC3)cc2)n1)NCC1CCCO1 (stereo not drawn)	8.8	nt	101.2	103.6	108.2	0.0	89.2	99.9
O=C(Nc1cc(Cl)ccc1Cl)N1CCCC1	11.9	104.8	99.3	96.0	94.7	6.0	100.2	94.8
CCOC(=O)c1cc2c(nc1NC(=S)NCc1ccccc1)CCCC2	2.8	103.2	102.8	98.5	98.1	0.0	105.5	93.5
CCc1ccccc1N(CC(=O)N1CCc2ccccc2C1)S(C)(=O)=O	0.4	110.0	111.5	101.8	103.7	0.0	106.6	97.8
O=[N+]([O-])c1cccc(/C=N/Nc2cc(Cl)nc(-c3ccccc3)n2)c1	2.9	91.5	98.6	92.0	81.8	1.0	105.7	95.6
Cc1[nH]c2ccccc2c1C(=O)CSc1ccccc1	-10.1	100.6	101.3	98.0	97.5	2.0	95.7	103.3
CCNC(=O)COC(=O)c1cc(-c2ccc(OC)cc2)nc2ccccc12	4.2	96.6	106.3	97.1	96.5	2.0	125.4	117.2
CCC(C)(C)NC(=O)C(c1cccn1C)N(C(=O)Cn1nnc2ccccc21)c1ccc(NC(C)=O)cc1 (stereo not drawn)	-4.2	99.7	99.1	107.8	99.6	0.0	78.1	98.7
Cc1sc2ncnc(SCC(=O)Nc3ccc(CN4CCCC4)cc3)c2c1C	45.0	95.6	100.5	100.1	96.3	0.0	93.4	101.0
COc1cc(NC(=O)Cc2ccc(OC)c(S(=O)(=O)N3CCOCC3)c2)c(OC)cc1Cl	0.6	92.4	93.8	102.7	93.6	0.0	92.9	96.9

Following part:
SMILES	VLA-4 inh	RPL19A-GFP yeast	MEP2 TOR yeast	AGP1-GFP MLPCN	CIT2-GFP yeast	GRK2 aptamer HTS	Yeast superoxide	LAP4 TOR yeast
O=C(Nc1ccc(Oc2ccccc2)nc1)C1CCCCN1Cc1ccc(OCCO)cc1 (stereo not drawn)	1.6	97.1	112.7	95.8	97.0	0.0	100.2	98.9
CS(=O)(=O)c1cnc(-c2ccccc2)nc1Oc1ccc(Cl)cc1	-1.8	95.0	102.3	99.5	104.3	1.0	106.5	99.8
COc1ccc(-n2nc(C(=O)NCC(=O)Nc3cc(OC)c(OC)c(OC)c3)c3ccccc3c2=O)cc1Cl	-25.1	110.5	116.0	104.9	116.1	0.0	112.5	89.3
Cc1cccc(NC(=O)[C@@H](NC(=O)[C@@H]2Cc3ccccc3CN2)C(C)C)c1	6.4	89.5	95.3	88.7	98.4	0.0	72.2	87.5
Nc1nc(SCC(=O)NCCN2CCOCC2)nc2sc3c(c12)CCC3	-3.0	101.4	100.4	97.7	109.9	0.0	86.4	93.4
COC(=O)c1ccc(C(=O)OC)c(NC(=S)N2CCCC(CO)C2)c1 (stereo not drawn)	13.9	100.1	102.6	107.1	102.3	1.0	97.0	110.4
